Salmonella PhoP GFP: PhoP-dependent GFP reporter repression – Salmonella Typhimurium, primary screen (AID 1863); S. Typhimurium PhoP-regulated promoter GFP reporter, 4 h; higher % means a stronger effect; one-dose inhibition, % at 50 µM; IC50 in µM for titrated hits; 0.16% of 300,000 active;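 active = inhibition over 29.93%, a cutoff 3 SD above the screen mean, later confirmed by dose response; inconclusive = inhibition over 29.93% but no dose response follow-up; inactive = inhibition at most 29.93% or unconfirmed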;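 note: 0% = low Mg2+ inducing control and 100% = high Mg2+ repressing control; strong numbers were not always called active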
West Nile antiviral: West Nile virus antiviral activity, cell-based, CPE readout (AID 1621). 0.02% of 290,000 active. West Nile virus-infected cells, CPE inhibition; higher % means a stronger effect. CPE inhibition, % at 10 µM; hits with a dose series show IC50 in µM; in the data active = a potency from the dose series; inconclusive = CPE inhibition mostly from about 3.7% at the one dose, without a potency; inactive = the rest, 99 in 100 with CPE inhibition below about 2.2%; note: strong numbers were not always called active
T cell modulator: T cell immune modulators affecting CD8 T cell-vesicle binding; calls only at 7 µM; 2C CD8+ T cell-vesicle binding, flow cytometry; hits give low values; 0.068% of 330,000 active;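 active = response, share of CD8 T cells binding vesicles, and their 90th percentile fluorescence all below set limits, cut at about 80% in these data, passing the limit was not always enough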
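Assay system: 2C TCR transgenic mouse naive CD8+ T cells, MACS-purified | Read-out: CD8+ gate FL2 mean fluorescence as % of same-row positive control | Signal: High-throughput flow cytometry with anti-B7-1 and anti-CD8 staining | Timing: Binding step 1.5 h, 37 °C, antibody labelling 20 min, ice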
Large T inhibition: TAg ATPase/helicase activity blockers – biochemical (AID 1903); SV40 large T antigen ATPase/helicase inhibition assay; higher % means a stronger effect; one-dose inhibition, % at 20 µM; IC50 in µM for titrated hits; 0.39% of 310,000 active; in the data active = a potency from the dose series; inconclusive = inhibition mostly from about 32% at the one dose, without a potency; inactive = the rest, 99 in 100 with inhibition below about 32%; note: strong numbers were not always called active
MgcRacGAP inhibition: MgcRacGAP GTPase-activating activity inhibitors, confirmation, biochemical, ADP Hunter fluorescence | 0.6% of 340,000 active | inhibition, % at 30 µM; hits with a dose series show IC50 in µM | MgcRacGAP-stimulated Rac1 GTP hydrolysis, ADP Hunter fluorescence; higher % means a stronger effect; GST-tagged Rac1 F28L mutant substrate;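 active = first-screen hits whose inhibition reached a set limit at any dose in the follow-up dose series; inconclusive = inhibition above the set first-screen limit but never retested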;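 note: fluorescence reports GDP produced by GAP-driven GTP hydrolysis; strong numbers were not always called active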
RSV CPE inhibition: inhibition of RSV-induced cytopathic effect – HEp-2 cells, primary 10 µM value included (AID 2391); HEp-2 cells, RSV-induced CPE inhibition; higher % means a stronger effect; CPE inhibition, % at 10 µM, or IC50 in µM where a hit was titrated; 0.13% of 310,000 active; in the data active = a potency from the dose series; inconclusive = CPE inhibition mostly from about 23% at the one dose, without a potency; inactive = the rest, 99 in 100 with CPE inhibition below about 21%; note: strong numbers were not always called active
bCat nuc transl: modulators of beta-catenin nuclear translocation; HeLa beta-catenin nuclear translocation, immunofluorescence imaging; nuclear translocation activity, % at 5 µM; 0.3% of 190,000 active; AID 1665;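 active = nuclear translocation activity above 50% at 5 µM, with a well cell count of 50 or more; inconclusive = wells under 50 cells across six images, flagged as toxic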;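 note: per-cell ratio of nuclear to cytoplasmic median beta-catenin stain intensity; plate controls were DMSO negative control for no effect and GSK-3 inhibitor IX positive control for full effect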
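Test system: human HeLa cells, endogenous beta-catenin. Times: 24 h compound exposure, 37°C. Measured by: beta-catenin immunofluorescence imaging with DAPI.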
Myeloid diff MLP: compounds promoting myeloid differentiation; ER-HoxA9 myeloid progenitors, lysozyme-GFP differentiation, flow cytometry; calls only at 10 µM; 1% of 360,000 active; AID 624256;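 active = normalized GFP-positive differentiation at or above the plate's own cutoff, the solvent-only control mean plus 3 SD; inconclusive = no clear call, values can overlap the other calls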;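 note: cells exposed to compound for four days before flow analysis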
WT yeast gro inh: growth inhibition of WT yeast, mitochondrial fusion screen. mitochondrial fusion phenotypic screen, WT strain. inhibition, % at 10 µM. 2.1% of 190,000 active. AID 1362; in the data active = inhibition above about 58%; tested in S. cerevisiae
WT yeast gro inh mutant strain: second read-out of WT yeast gro inh, no call of its own (marks repeat the call); inhibition, %; mitochondrial fusion phenotypic screen, mutant strain inhibition
bCat nuc transl cell count 5 µM: recorded beside bCat nuc transl, whose call it bears; cell count; measured here: cell count, cytotoxicity flag
T cell modulator vesicle-bound %: also measured in T cell modulator; calls as there; double positive events, %; measured here: CD8+ vesicle-bound cell fraction;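 binding gate set so that unloaded-vesicle control wells show 10% double positive cells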
Myeloid diff MLP GFP+ MAC1+ %: recorded beside Myeloid diff MLP, whose call it bears; GFP+ MAC1+ double positive, %; measured here: differentiation confirmed by MAC1 staining
The depositor's hits bear a star; i = inactive; ? = inconclusive; . = no result given.

SMILES | Salmonella PhoP GFP | West Nile antiviral | T cell modulator | T cell modulator vesicle-bound % | Large T inhibition | MgcRacGAP inhibition | RSV CPE inhibition | bCat nuc transl | bCat nuc transl cell count 5 µM | Myeloid diff MLP | Myeloid diff MLP GFP+ MAC1+ % | WT yeast gro inh | WT yeast gro inh mutant strain
O=C(/C=C/c1cccnc1)c1cc(F)ccc1O | -1% | 0.0% | i | 16 | 9% | 6% | 0.9% | 0.0 | 1355 | i | 0.3 | . | .
CC(C)(C)c1ccc(C(=O)OCC(=O)NCc2ccco2)cc1 | . | . | i | 37 | . | 1% | 3.0% | . | . | i | 0.2 | . | .
COc1ccc(N2CCN(C(=O)CSc3nc4[nH]ncc4c(=O)n3-c3cccc4ccccc34)CC2)cc1 | -2% | -0.2% | i | 48 | 15% | 18% | 0.7% | . | . | i | 0.0 | 11 | 5
COc1ccc(OC(C)C(=O)N2CCc3ccccc3C2)cc1 (centres undefined) | -1% | 1.0% | i | 46 | 0% | 2% | 2.4% | . | . | i | 0.9 | -3 | 3
COc1ccccc1NS(=O)(=O)/C=C/c1ccccc1 | 7% | -0.2% | i | 6 | 6% | -5% | 1.7% | 2.6 | 1086 | i | 0.2 | -5 | -4
Cc1ccc(CSC2=NCCN2C(=O)C2CC2)cc1 | 1% | -0.9% | i | 45 | 8% | 4% | 1.5% | . | . | i | 0.8 | 1 | 8
COc1ccccc1C1CCN(c2cc(O)ccc2[N+](=O)[O-])CC1 | 4% | -0.5% | i | 34 | 14% | 15% | 22% | -4.1 | 1129 | i | 0.3 | . | .
COc1cc2ccccc2cc1C(=O)NC(=S)Nc1ccc(C(=O)O)cc1 | -4% | 1.1% | i | 16 | 11% | 12% | 4.1% | . | . | i | 8.1 | . | .
Cc1nnsc1C(=O)N/N=C/c1ccc(OC(F)(F)F)cc1 | 6% | 0.3% | i | 52 | 3% | 6% | 0.9% | -1.9 | 1068 | i | 0.7 | -1 | -13
Cc1cc(NC(=O)c2ccc3c(c2)C(=O)N(Cc2cccnc2)C3=O)no1 | 13% | 0.8% | i | 34 | -6% | 4% | 1.4% | -0.2 | 995 | i | 0.8 | 4 | -13

Some of these compounds in order of their number in T cell modulator vesicle-bound %, ascending.
Compound | Salmonella PhoP GFP | West Nile antiviral | T cell modulator | T cell modulator vesicle-bound % | Large T inhibition | MgcRacGAP inhibition | RSV CPE inhibition | Myeloid diff MLP GFP+ MAC1+ % | WT yeast gro inh mutant strain
COc1ccccc1C1CCN(c2cc(O)ccc2[N+](=O)[O-])CC1 | 4% | -0.5% | i | 34 | 14% | 15% | 22% | 0.3 | .
CC(C)(C)c1ccc(C(=O)OCC(=O)NCc2ccco2)cc1 | . | . | i | 37 | . | 1% | 3.0% | 0.2 | .
COc1ccc(OC(C)C(=O)N2CCc3ccccc3C2)cc1 (centres undefined) | -1% | 1.0% | i | 46 | 0% | 2% | 2.4% | 0.9 | 3
Cc1nnsc1C(=O)N/N=C/c1ccc(OC(F)(F)F)cc1 | 6% | 0.3% | i | 52 | 3% | 6% | 0.9% | 0.7 | -13

Next part.
SMILES | Salmonella PhoP GFP | West Nile antiviral | T cell modulator | T cell modulator vesicle-bound % | Large T inhibition | MgcRacGAP inhibition | RSV CPE inhibition | bCat nuc transl | bCat nuc transl cell count 5 µM | Myeloid diff MLP | Myeloid diff MLP GFP+ MAC1+ % | WT yeast gro inh | WT yeast gro inh mutant strain
O=C(COc1cccc(Cl)c1)Nc1nc(-c2ccc(S(=O)(=O)N3CCOCC3)cc2)cs1 | 5% | 0.8% | . | . | 0% | 3% | . | 3.6 | 488 | i | 0.7 | 12 | -4
CCn1ccnc1CN(C)Cc1nc(CCC(C)C)no1 | -4% | -1.2% | i | 44 | 7% | 2% | -1.3% | -0.7 | 1045 | i | 0.2 | -10 | -14
O=C(CC1SCCNC1=O)Nc1ccc(F)c(Cl)c1 (centres undefined) | -3% | -0.5% | i | 39 | 3% | 8% | 2.4% | -1.2 | 1160 | i | 0.2 | -14 | -8
O=C(CC12CC3CC(CC(C3)C1)C2)Nc1ccc(C(=O)O)cc1 | 10% | 0.2% | i | 43 | 5% | 3% | 1.5% | . | . | i | 0.8 | . | .
C#CCOc1nc(C)cc(C)c1S(=O)(=O)c1ccccc1C | 10% | -0.2% | i | 50 | 0% | 3% | 0.8% | 2.0 | 1080 | i | 0.3 | 18 | -3
CCOC(=O)c1nn(-c2ccc(F)cc2)c(=O)cc1OCC(=O)N1CCN(c2ccccc2)CC1 | 5% | . | i | 11 | 5% | 4% | -1.1% | . | . | i | 0.6 | . | .
COc1ccc(CCNC(=O)c2cc3c(=O)n4cccc(C)c4nc3n(Cc3ccco3)c2=N)cc1OC | 4% | 1.4% | i | 7 | 36% | 4% | -0.3% | . | . | ? | . | . | .
Cc1ccc2cc3cc(C(=O)NC4CC4)oc3nc2c1 | 4% | -0.6% | i | 55 | 0% | 9% | 15% | . | . | i | 1.1 | . | .
Cc1ccc(C)c(-n2cc(CNCCCn3cccn3)c(-c3ccccc3)n2)c1 | 2% | -1.4% | i | 24 | 6% | 15% | -1.2% | -0.8 | 978 | i | 0.9 | 29 | 9
CCOC(=O)N1CCC(N2Cc3cccc(C(=O)Nc4c(C)cccc4CC)c3C2=O)CC1 | -5% | 0.5% | i | 7 | -1% | -3% | 9.0% | . | . | i | 3.8 | . | .
COc1ccc(C(=O)C2CCCN(C(=O)c3ccc4nccnc4c3)C2)c(C)c1 (centres undefined) | 3% | 0.2% | i | 46 | 7% | -27% | 6.9% | . | . | ? | . | . | .
O=C(Nc1ccc(CN2CCOCC2)cc1)c1ccc(N2CCCC2)c([N+](=O)[O-])c1 | -9% | -0.2% | i | 52 | 77% | 5% | 0.7% | 0.6 | 1067 | i | 0.1 | -2 | 3
O=c1oc(-c2cccc(Cl)c2)nc2c1cnn2-c1ccccc1 | 26% | 0.2% | i | 43 | 4% | 3% | -1.6% | -2.1 | 1151 | i | 4.3 | -4 | 3
O=[N+]([O-])c1ccccc1/C=C/CN1CCSCC1 | 3% | -0.1% | i | 35 | 6% | 30% | -2.6% | . | . | i | 0.5 | . | .
CCN(CC)S(=O)(=O)c1ccc(N2CCOCC2)c(NC(=O)CC2OC(=O)c3ccccc32)c1 (centres undefined) | 6% | . | i | 52 | 14% | -2% | -0.8% | . | . | i | 0.6 | . | .
CCOC(=O)C1(S(=O)(=O)c2ccccc2)CCN(Cc2ccc(Cl)cc2)CC1 | 32% | 0.5% | i | 37 | 7% | 4% | 5.0% | -2.0 | 1385 | i | 0.7 | -1 | -32
CCN(CC(=O)NCc1cccs1)C(=O)c1cccc(S(=O)(=O)Nc2cccc(C)c2)c1 | . | . | i | 14 | . | 3% | -0.1% | . | . | i | 0.9 | . | .
COc1ccc(C2NC(=O)c3ccccc3O2)c(OC)c1OC (centres undefined) | 1% | 0.4% | i | 26 | 14% | -4% | -0.3% | -0.6 | 1103 | i | 2.1 | 1 | 4
COc1ccc(N2C(=O)C(Cl)=C(Oc3cccc(OC)c3)C2=O)cc1 | -6% | 1.0% | i | 6 | 32% | ? | 1.0% | 0.2 | 1508 | i | 0.7 | 47 | 42
CC(=O)Nc1ccc(OC(=O)c2cc3cc(Br)cc(Br)c3oc2=O)cc1 | -2% | 0.3% | i | 44 | 18% | . | 2.8% | -1.6 | 989 | . | . | -7 | -15
O=[N+]([O-])c1ccc(O)c(NC(=S)Nc2ccccc2)c1 | -13% | -0.8% | i | 34 | 9% | 19% | 6.3% | -7.1 | 1287 | i | 0.8 | 16 | 21
CCc1cccc(OCCCCNCCOC)c1 | 10% | -0.1% | i | 23 | 4% | ? | -0.8% | -5.3 | 975 | i | 0.2 | 13 | 17
CCCCN1CC(=O)N2[C@H]3c4ccc(OC)cc4OC[C@@H]3[C@H](c3ccccc3)[C@]2(C)C1=O | . | . | i | 40 | . | 16% | 2.8% | . | . | i | 2.3 | . | .
CCC(C)N(C(=O)COC(=O)/C=C/c1ccc(O)c(OC)c1)C1CCS(=O)(=O)C1 (centres undefined) | 2% | 0.3% | i | 35 | 11µM* | ? | 1.7% | 1.4 | 871 | i | 0.5 | 7 | 4
CCc1ccc(C(C)NC(=O)C2CCCO2)cc1 (centres undefined) | 4% | -0.1% | i | 50 | 30% | -11% | 2.0% | . | . | i | 0.2 | . | .
COc1cc(S(=O)(=O)NCc2ccncc2)c(OC)cc1Cl | -2% | -1.2% | i | 12 | 8% | 5% | -0.9% | -1.1 | 1009 | i | 0.4 | 6 | 11
N#CC1(NC(=O)CSc2nnc(C3CC3)n2C2CC2)CCCCC1 | . | . | i | 40 | . | 8% | 1.1% | . | . | i | 2.0 | . | .
O=C(Nc1ccc(Br)cc1)C(c1ccccc1)c1ccccc1 | -5% | -0.9% | i | 32 | 8% | -16% | 0.4% | -2.5 | 1080 | i | 4.7 | 14 | -2
O=C(Cc1ccc(Cl)cc1)NNc1c(F)c(F)cc(F)c1F | 1% | -1.5% | i | 52 | 7% | 5% | 2.5% | 3.0 | 1093 | i | 0.5 | -2 | -19
O=C(Nc1ccc(NC(=S)NC(=O)c2ccccc2Cl)cc1)c1cccc(Cl)c1 | . | -0.4% | i | 37 | . | 22% | 38% | . | . | i | 0.4 | . | .
COc1ccccc1C(=O)Oc1cc(N)n(S(=O)(=O)c2ccccc2)n1 | 11% | 0.2% | i | 50 | 14% | 1% | 0.7% | -2.0 | 1018 | i | 0.2 | 1 | -6
CC(C)(C)Nc1c([N+](=O)[O-])c(=O)sc2ccccc12 | 5% | 0.0% | i | 48 | -12% | 19% | -0.5% | 7.7 | 506 | i | 0.6 | 8 | 4
O=C(CSCCSCC(=O)c1ccco1)c1ccco1 | 14% | -0.3% | . | . | 34% | . | . | -0.5 | 1026 | . | . | -7 | -16

Screening results: PubChem BioAssay, several laboratories
